C diff HTS: C. difficile growth inhibitors, primary screen, HTS. Clostridium difficile clinical isolate growth, OD600, 24 h; hits give low values. growth activity, negative = inhibition, % at 16 µg/mL (by protocol). 0.25% of 86,000 active. AID 1259249, 2017;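 active means mean growth activity at or below -80% and every replicate also at or below -80%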;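 further: 0% = DMSO wells and -100% = levofloxacin 16 µg/mL wells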
Pf Dd2 growth: P. falciparum Dd2 growth inhibitors, primary screen, SYBR Green fluorescence, single dose replicates; 72 h; hits give low values; activity change, % at 10 µM; 2.3% of 94,000 active; AID 1159554, 2015; in the data active means activity change below about -80%
Tcruzi prolif: T. cruzi intracellular proliferation inhibitors, primary screen, cell-based, beta-gal Tulahuen parasites, NIH3T3 host, luminescence; T. cruzi beta-gal in NIH3T3, GalScreen luminescence, 90 h; inhibition, % at 8.34 µM; 5.9% of 77,000 active; AID 624255, 2012;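 active means mean inhibition above about 93%, with at least 55% of replicates each passing it, limit read from the data, passing the limit was not always enough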
KDM4C inh: inhibitors of GASC-1 (KDM4C) histone demethylase, primary screen, biochemical, single concentration HTS | inhibition, % at 12.5 µM | 0.15% of 96,000 active | AID 720574, 2013 | GST-KDM4C 2-372, H3K9me3 peptide, LANCE TR-FRET;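 active means mean replicate inhibition above about 25%, with at least 55% of replicates also reaching it, limit read from the data, passing the limit was not always enough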
Target sequence (Q9H3R0 2-372 limits assumed): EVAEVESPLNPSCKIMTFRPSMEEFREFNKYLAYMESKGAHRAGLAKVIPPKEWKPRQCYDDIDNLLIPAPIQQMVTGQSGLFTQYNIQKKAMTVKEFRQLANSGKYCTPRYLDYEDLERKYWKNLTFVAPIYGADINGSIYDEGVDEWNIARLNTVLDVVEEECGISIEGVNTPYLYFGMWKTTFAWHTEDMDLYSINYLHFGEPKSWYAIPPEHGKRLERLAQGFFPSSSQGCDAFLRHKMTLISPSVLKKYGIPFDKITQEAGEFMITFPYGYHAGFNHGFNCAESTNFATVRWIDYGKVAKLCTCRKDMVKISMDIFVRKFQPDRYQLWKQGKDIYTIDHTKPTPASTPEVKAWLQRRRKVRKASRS
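Test system – GST-tagged GASC-1 (JMJD2C) catalytic fragment, aa 2-372 · Medium – HEPES buffer, pH 7.5, plus ascorbate · Reagent – H3K9me3 peptide with Fe(II)/2OG · Compound – one test concentration per compound · Timing – 30 min reaction, 60 min detection, RT · Technique – TR-FRET with Eu antibody and ULight streptavidin, EDTA stop · Read-out basis – inhibition from TR-FRET ratio decrease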
* marks the source's active call; other numbers are inactive results; · = not tested or not shown; & = joins results of further samples.

Sequence of screens: C diff HTS	Pf Dd2 growth	Tcruzi prolif	KDM4C inh
C[C@H](NC(=O)C[C@H]1CC[C@H]2[C@@H](COC[C@@H](O)CN2Cc2cc(F)ccc2F)O1)c1ccccc1
 : 0.6&-5.9	-22.6	-8.7	-2.8
C[C@@H]1CN([C@@H](C)CO)C(=O)c2cccc(NC(=O)C3CCCCC3)c2O[C@@H]1CN(C)Cc1ccc(C(=O)Nc2ccccc2N)cc1
 : -0.1	-84.7*	57.3	0.4
CO[C@H]1CC[C@H]2CCN(C)C(=O)[C@H](C)[C@H](OC)CN(C)C(=O)c3cccc(C#N)c3OC[C@H]1O2
 : ·	32.8	-36.0	-1.5
C[C@H]1CN([C@@H](C)CO)C(=O)c2cc(Br)cnc2O[C@@H]1CN(C)C(=O)C1CCOCC1
 : -0.4	33.6	12.4	-0.6
C[C@@H]1CCCCO[C@@H](CN(C)C(=O)CCCN(C)C)[C@@H](C)CN([C@H](C)CO)C(=O)c2cc(NS(=O)(=O)c3cccs3)ccc2O1
 : -13.0	33.2	5.7	0.2
CC(C)NC(=O)N(C)C[C@H]1Oc2c(NC(=O)Nc3ccc4c(c3)OCO4)cccc2C(=O)N([C@H](C)CO)C[C@@H]1C
 : -7.9	22.3	·	-1.1
C[C@H](CO)N1C[C@H](C)[C@@H](CN(C)C(=O)Nc2ccc3c(c2)OCO3)Oc2ccc(NS(=O)(=O)c3ccc(Cl)cc3)cc2CC1=O
 : ·	-19.4	33.8	5.8
C[C@@H]1CN([C@@H](C)CO)C(=O)c2cc(NS(=O)(=O)c3ccccc3)ccc2O[C@H]1CN(C)S(=O)(=O)c1ccccc1
 : -4.9	-0.2	27.6	1.2
CCCC#Cc1ccc([C@H]2[C@@H](CO)N3C(=O)CN(C(=O)c4ccc(F)cc4)C[C@H]23)cc1
 : 0.3	-10.9	·	-0.1
CC(C)C(=O)Nc1ccc2c(c1)C(=O)N(C)[C@H]1CC[C@@H](CC(=O)NCc3ccccc3)O[C@@H]1CO2
 : 3.9	0.6	26.9	-1.4
C[C@@H]1CCCCO[C@H](CN(C)C(=O)c2ccncc2)[C@H](C)CN([C@H](C)CO)C(=O)c2cc(N(C)C)ccc2O1
 : -0.4	31.9	32.1	1.5
CO[C@@H]1CN(C)C(=O)c2ccc(NC(=O)Nc3ccccc3Cl)cc2OC[C@@H](C)N(C(C)=O)C[C@H]1C
 : 5.9	-39.7	19.0	0.2
CO[C@@H]1CN(C)C(=O)c2ccc(NS(=O)(=O)c3ccccc3)cc2OC[C@H](C)N(Cc2nccs2)C[C@H]1C
 : 0.1	-20.0	12.6	0.5
Cc1noc(C)c1NC(=O)N(C)C[C@H]1Oc2ncc(C#CC3CC3)cc2C(=O)N([C@H](C)CO)C[C@H]1C
 : ·	23.5	57.2	2.8
O=C(CC1CC1)N1CC(=O)N2[C@H](CO)[C@H](c3ccc(-c4cccnc4)cc3)[C@H]2C1
 : -17.8	-1.1	·	-0.6
COC(=O)C[C@@H]1CC[C@@H]2[C@H](COc3ccc(NC(=O)Cc4cccs4)cc3C(=O)N2C)O1
 : -0.1	·	-85.7	-0.2
CN(C)C(=O)[C@H]1[C@H](CO)[C@H]2Cn3c(ccc(C4=CCCC4)c3=O)[C@H]2N1C(=O)Cc1cccnc1
 : -0.3	9.3	44.7	1.2
C[C@@H]1CN([C@@H](C)CO)C(=O)c2cc(/C=C/c3ccccc3)cnc2O[C@@H]1CN(C)C(=O)c1cnccn1
 : 2.2	-4.4	·	0.2
CNC[C@H]1Oc2ncc(C3=CCCC3)cc2C(=O)N([C@H](C)CO)C[C@H]1C
 : ·	-27.7	-9.5	-0.8
Cc1ccc(S(=O)(=O)Nc2ccc3c(c2)C(=O)N([C@@H](C)CO)C[C@H](C)[C@H](CN(C)CC2CCCCC2)O3)cc1
 : 3.8	12.2	20.3	-1.3
COc1ccc(S(=O)(=O)N(C)C[C@H]2OCCCC[C@H](C)Oc3ccc(NS(=O)(=O)c4cn(C)cn4)cc3C(=O)N([C@@H](C)CO)C[C@@H]2C)cc1
 : -5.1	-32.6	61.0	-0.3
CN(C)C(=O)c1ccc(-c2ccc([C@@H]3[C@@H](CO)N(C(=O)C4CCOCC4)[C@H]3C#N)cc2)cc1
 : -11.1	-5.5	65.1	0.7
C[C@@H]1CN([C@@H](C)CO)C(=O)c2cc(NC(=O)c3ccncc3)ccc2O[C@H]1CN(C)S(=O)(=O)c1cccs1
 : ·	18.3	10.0	-0.1
CN1C(=O)c2cc(NC(=O)c3cscn3)ccc2OC[C@H]2O[C@H](CC(=O)N3CCCCC3)CC[C@H]21
 : 7.3	-11.0	14.8	0.2
C[C@@H]1CCCCO[C@@H](CN(C)CC2CCCCC2)[C@@H](C)CN([C@@H](C)CO)C(=O)c2cc(NS(=O)(=O)c3ccccc3)ccc2O1
 : 10.5	-52.2	64.7	1.2
COc1ccc(CNC(=O)C[C@@H]2C=C[C@H](NC(=O)c3ccc4c(c3)OCO4)[C@@H](CO)O2)cc1
 : ·	3.2	-6.6	0.0
COc1ccc(NC(=O)N(C)C[C@@H]2Oc3ccc(NC(=O)Cc4ccccc4)cc3CC(=O)N([C@@H](C)CO)C[C@@H]2C)cc1
 : 0.8	5.1	24.0	0.1
CC(C)NC(=O)N(C)C[C@H]1Oc2ccc(N(C)C)cc2CC(=O)N([C@H](C)CO)C[C@@H]1C
 : 4.3	6.8	-8.8	4.3
CCNC(=O)C[C@@H]1CC[C@H]2[C@@H](COC[C@H](O)CN2Cc2ccccc2F)O1
 : ·	2.1	20.1	0.0
N#C[C@H]1[C@H](c2ccccc2-c2cccc(F)c2)[C@@H](CO)N1C(=O)NC1CCCC1
 : -6.8	-23.2	·	0.0

Structures shown so far containing fluorine, in the order listed:
Sequence of screens: C diff HTS	Pf Dd2 growth	Tcruzi prolif	KDM4C inh
C[C@H](NC(=O)C[C@H]1CC[C@H]2[C@@H](COC[C@@H](O)CN2Cc2cc(F)ccc2F)O1)c1ccccc1
 : 0.6&-5.9	-22.6	-8.7	-2.8
CCCC#Cc1ccc([C@H]2[C@@H](CO)N3C(=O)CN(C(=O)c4ccc(F)cc4)C[C@H]23)cc1
 : 0.3	-10.9	·	-0.1
CCNC(=O)C[C@@H]1CC[C@H]2[C@@H](COC[C@H](O)CN2Cc2ccccc2F)O1
 : ·	2.1	20.1	0.0
N#C[C@H]1[C@H](c2ccccc2-c2cccc(F)c2)[C@@H](CO)N1C(=O)NC1CCCC1
 : -6.8	-23.2	·	0.0

(list continues)
Sequence of screens: C diff HTS	Pf Dd2 growth	Tcruzi prolif	KDM4C inh
C[C@@H]1CN([C@@H](C)CO)C(=O)c2cccc(NC(=O)Nc3ccc(F)cc3)c2O[C@H]1CN(C)CC1CCCCC1
 : -7.0	-15.7	68.7	0.3
C[C@H]1CCCCO[C@@H](CN(C)C(=O)CCCN(C)C)[C@@H](C)CN([C@@H](C)CO)C(=O)c2cc(NC(=O)c3ccccc3)ccc2O1
 : 0.3	·	12.3	-0.6
C[C@@H]1CN([C@@H](C)CO)C(=O)c2cc(NC(=O)Nc3ccc4c(c3)OCO4)ccc2O[C@@H]1CN(C)Cc1ccc(-c2ccccc2)cc1
 : 35.3	3.4	36.2	-1.0
COc1ccc(CN(C)C[C@H]2Oc3c(NC(=O)Nc4ccc(OC)cc4)cccc3C(=O)N([C@H](C)CO)C[C@H]2C)cc1
 : 2.0	-7.2	-0.4	0.6
CC(C)COC(=O)N(C)C[C@@H]1OCc2ccccc2-c2c(n(C)c3ccccc23)C(=O)N([C@H](C)CO)C[C@H]1C
 : 31.0	-26.0	27.9	-1.1
C[C@@H]1CN([C@H](C)CO)C(=O)Cc2cc(NC(=O)C3CC3)ccc2O[C@H]1CN(C)C(=O)NC1CCCCC1
 : 6.2	21.9	-4.0	0.1
C[C@@H]1CN([C@@H](C)CO)C(=O)Cc2cc(NS(=O)(=O)c3ccccc3)ccc2O[C@@H]1CN(C)C
 : -1.9	3.3	·	-0.4
C[C@H]1CN([C@@H](C)CO)C(=O)CCCn2nncc2CO[C@@H]1CN(C)Cc1ccc2c(c1)OCO2
 : 2.9	-0.4	24.7	-0.1
CO[C@H]1CN(C)C(=O)c2cc(NS(=O)(=O)c3ccc(C)cc3)ccc2OC[C@H](C)N(Cc2nccs2)C[C@H]1C
 : 6.6	-21.0	36.6	0.1
CC(C)NC(=O)N(C)C[C@H]1Oc2c(NS(=O)(=O)c3ccc(F)cc3)cccc2C(=O)N([C@@H](C)CO)C[C@@H]1C
 : 0.8	17.6	·	0.7
CCCNC(=O)N1C[C@H](C)[C@H](OC)CN(C)C(=O)c2cc(NS(=O)(=O)CC(F)(F)F)ccc2OC[C@H]1C
 : ·	32.3	24.9	-1.2
CN(C)C(=O)c1cccc(-c2ccc([C@H]3[C@@H](CO)N(C(=O)C4CCCCC4)[C@H]3C#N)cc2)c1
 : -5.0	18.1	21.7	-0.2
COc1ccc(NC(=O)Nc2ccc3c(c2)C(=O)N([C@@H](C)CO)C[C@@H](C)[C@H](CN(C)CC2CC2)OCCCC[C@@H](C)O3)cc1
 : 5.9	-29.7	68.3	-0.5
CCNC(=O)C[C@H]1CC[C@@H]2[C@H](COc3ccc(NC(=O)c4cscn4)cc3C(=O)N2C)O1
 : -9.8	2.6	-37.9	0.9
O=C(NCC[C@H]1CC[C@@H](NC(=O)C2CCCC2)[C@@H](CO)O1)c1cc(Cl)cc(Cl)c1
 : 5.0	-4.5	·	-3.1
C[C@H]1CN([C@@H](C)CO)S(=O)(=O)c2ccc(-c3ccc(C#N)cc3)cc2O[C@@H]1CN(C)C(=O)CN(C)C
 : -5.3	·	4.1	-2.0
COc1ccc(NC(=O)Nc2ccc3c(c2)C(=O)N([C@H](C)CO)C[C@H](C)[C@@H](CN(C)C(=O)C2CCCCC2)OCCCC[C@H](C)O3)cc1
 : -0.8	-15.1	90.3	-1.5
CO[C@H]1CN(C)C(=O)c2cc(NC(=O)C3CCOCC3)ccc2OC[C@H](C)NC[C@@H]1C
 : ·	4.3	36.1	-0.6
CNC[C@H]1Oc2ccc(NC(=O)Nc3ccccc3)cc2C(=O)N([C@H](C)CO)C[C@H]1C
 : -0.1	9.6	-16.9	-1.5
CCC(=O)N(C)C[C@@H]1Oc2ncc(-c3ccc(C)cc3)cc2C(=O)N([C@@H](C)CO)C[C@H]1C
 : -1.6	16.2	68.5	0.2
CCS(=O)(=O)N1CCC2(CC1)CN(Cc1ccc3c(c1)OCO3)[C@H](CO)c1[nH]c3cc(OC)ccc3c12
 : -0.4	-89.1*	·	-1.5
O=C(C1CCCC1)N1[C@H](CO)[C@@H](c2ccccc2)C12CN(CCC(F)(F)F)C2
 : 12.2	-46.4	·	-2.5
C[C@H](CO)N1C[C@H](C)[C@H](CN(C)C)Oc2cc(C#CC(C)(C)O)ccc2S1(=O)=O
 : 6.2	·	-11.4	2.2
C[C@@H]1CN([C@H](C)CO)C(=O)c2cc(NC(=O)Cc3cn(C)c4ccccc34)ccc2O[C@H]1CN(C)Cc1ccncc1
 : 2.0	-6.5	65.4	-0.2
COCC(=O)Nc1ccc2c(c1)C(=O)N(C)[C@H]1CC[C@H](CC(=O)NCc3ccccc3)O[C@H]1CO2
 : 22.4	9.0	-100.5	-1.4
Cc1noc(C)c1NC(=O)Nc1ccc2c(c1)CC(=O)N([C@H](C)CO)C[C@@H](C)[C@H](CN(C)Cc1ccncc1)O2
 : 3.8	9.0	25.0	0.4
CN(C)C(=O)c1ccc(-c2ccc3c(c2)[C@H]2[C@H](CCN2C(=O)c2ccc4c(c2)OCO4)[C@@H](CO)N3)cc1
 : -5.5	-2.8	100.8*	-1.4
CN1C(=O)c2cc(NC(=O)c3ccc(F)c(F)c3)ccc2OC[C@@H]2O[C@@H](CC(=O)N[C@@H]3CCN(Cc4ccccc4)C3)CC[C@H]21
 : 9.4	·	101.2*	-3.2
C[C@H]1CN([C@@H](C)CO)C(=O)c2cc(C#Cc3ccccc3)cnc2O[C@H]1CN(C)C(=O)c1ccccc1
 : -1.8	-54.8	·	2.5
CCCC#Cc1ccc([C@H]2[C@H](CO)N3C(=O)CN(C(=O)c4cccnc4)C[C@@H]23)cc1
 : -1.2	11.2	·	0.3
C[C@H]1CN([C@@H](C)CO)C(=O)Cc2cc(NS(=O)(=O)c3cn(C)cn3)ccc2O[C@H]1CN(C)Cc1ccccc1
 : -1.9	-1.6	45.7	2.2
CCCC#Cc1cnc2c(c1)C(=O)N([C@H](C)CO)C[C@H](C)[C@H](CN(C)C(=O)Nc1ccccc1OC)O2
 : -1.7	-29.1	7.3	-0.7
COc1ccc2c3c([nH]c2c1)[C@@H](CO)N(Cc1ccc(F)cc1)CC31CN(C)C1
 : 9.2	-70.1	·	-0.7

Sorted by number of heavy atoms (rising): three of the compounds above
Sequence of screens: C diff HTS	Pf Dd2 growth	Tcruzi prolif	KDM4C inh
C[C@@H]1CN([C@@H](C)CO)C(=O)Cc2cc(NS(=O)(=O)c3ccccc3)ccc2O[C@@H]1CN(C)C
 : -1.9	3.3	·	-0.4
CC(C)COC(=O)N(C)C[C@@H]1OCc2ccccc2-c2c(n(C)c3ccccc23)C(=O)N([C@H](C)CO)C[C@H]1C
 : 31.0	-26.0	27.9	-1.1
C[C@@H]1CN([C@H](C)CO)C(=O)c2cc(NC(=O)Cc3cn(C)c4ccccc34)ccc2O[C@H]1CN(C)Cc1ccncc1
 : 2.0	-6.5	65.4	-0.2
